PTHR1 agonist: agonists of human PTHR1 parathyroid hormone receptor; hit rate 0.075% among 410,000; HEK293 GP2 PTHR1 cells, GloSensor cAMP luminescence, 1 h; Potency, µM (highest dose often 115 µM), for inactives: at the highest dose activation, most hits filed as activators; further: potency means the concentration at half of the fitted maximal effect; nearly all actives have a fitted effect of over 55% in size; some results filed as inactive show a strong effect at the top dose; inactives centre near -15; many of its hits are not listed in these tables
Target sequence (Q03431 whole entry, looked up): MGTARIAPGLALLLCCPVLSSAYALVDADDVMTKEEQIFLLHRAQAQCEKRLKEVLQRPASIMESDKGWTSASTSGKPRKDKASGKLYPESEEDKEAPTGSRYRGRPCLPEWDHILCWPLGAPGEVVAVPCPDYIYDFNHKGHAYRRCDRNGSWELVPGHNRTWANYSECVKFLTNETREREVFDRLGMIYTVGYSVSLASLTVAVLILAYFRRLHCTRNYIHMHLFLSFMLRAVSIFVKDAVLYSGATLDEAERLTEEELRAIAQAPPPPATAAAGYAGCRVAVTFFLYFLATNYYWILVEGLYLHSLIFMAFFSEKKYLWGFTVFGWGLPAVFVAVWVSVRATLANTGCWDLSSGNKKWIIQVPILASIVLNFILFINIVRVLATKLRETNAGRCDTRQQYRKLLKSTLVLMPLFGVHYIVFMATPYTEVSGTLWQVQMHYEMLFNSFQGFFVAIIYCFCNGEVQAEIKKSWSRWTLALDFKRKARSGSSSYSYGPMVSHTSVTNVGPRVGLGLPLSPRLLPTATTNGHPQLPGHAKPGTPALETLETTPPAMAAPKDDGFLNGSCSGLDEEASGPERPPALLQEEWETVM
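HEK-293-derived GP2 cells expressing PTHR1 and a GloSensor cAMP reporter, 3,000/well, plated overnight, given luciferin plus IBMX (each 0.5 mM as added) for 1 h at 37 °C, then compound for 1 h at 37 °C. Luminescence was read after 15 min at room temperature.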
FUS suppressor: suppressors of FUS proteinopathy in yeast; S. cerevisiae FUS-expressing, growth rescue, OD600, 24 h; hit rate 0.24% among 390,000; Potency, µM (titrated, usually from 76.6 µM), for the others: top-dose growth rescue (activation), actives largely listed as activators;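 further: potency means the concentration at half of the fitted maximal effect; plate controls were DMSO vehicle for no effect and reference control for full effect; nearly all actives have a fitted effect of over 55% in size; some results filed as inactive show a strong effect at the top dose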
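Yeast expressing FUS under galactose induction, OD 0.005 in 2% galactose medium; compounds in a dilution series, 24 h at 30C. Growth rescue by absorbance at 600 nm; CP55940 positive control, DMSO negative.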
TDP-43 yeast inh: TDP-43 toxicity inhibition in yeast. hit rate 1.8% among 410,000. Potency, µM (titrated, usually from 46.1 µM), for inactives: top-dose growth rescue (activation), hits mostly activators. TDP-43 expressing yeast growth rescue, BacTiter-Glo, 24 h; further: potency means the concentration at half of the fitted maximal effect; % of control where 0% means no effect; nearly all actives have a fitted effect of over 50% in size
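Galactose-induced TDP-43 yeast, OD600=0.02, compound pinned; 24 hr, 30 deg C; BacTiter-Glo luminescence for growth. Inhibitors of TDP-43 toxicity read as activators.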
Mm-Cpn inhibitor: M. maripaludis TRiC chaperonin inhibition; hit rate 0.031% among 330,000; Potency, µM (series often up to 76.9 µM), for the others: at the top dose activity, negative = inhibition, most hits filed as inhibitors; AID 504842; purified Mm-Cpn ATPase, ADP Transcreener TR-FRET; further: potency means the concentration at half of the fitted maximal effect; on the % scale 0 is the no-effect control and ±100 the full control effect; nearly all actives have a fitted effect of over 80% in size
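Purified archaeal Mm-CPN (25nM final) preincubated 10 min at 37degC with compound, then 10uM ATP for 30 min at 37degC; ADP measured by HTRF Transcreener TR-FRET; buffer 30 mM TRIS pH 7.4, 100mM KCl, 5mM MgCl2, 1mM DTT.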
Abeta yeast res: restores growth of yeast expressing A-beta42 peptide; yeast expressing A-beta42, growth rescue, OD600, 48 h; response scale: 0% DMSO, 100% iron-clioquinol control; Potency, µM (highest dose often 46.1 µM), for the others: top-dose growth rescue, actives largely listed as activators; hit rate 0.063% among 410,000; AID 1347071; further: potency means the concentration at half of the fitted maximal effect; nearly all actives have a fitted effect of over 55% in size
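Yeast growth medium received pinned compounds, then yeast cells expressing toxic A-beta were added; plates incubated at 30 C for 48 hr. Growth read as absorbance at 600 nm, normalized to DMSO and equimolar FeCl3 plus clioquinol controls.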
Akt phos inh: Akt phosphorylation inhibition | Neuro2A IGF-stimulated pAkt S473 HTRF, 20 min; hits give low values | activity change, % for hits at 50 µM | hit rate 0.32% among 360,000; in the data active means activity change below about -80%; inconclusive means mostly about -51% to -80%; further: on the % scale 0 is the no-effect control and ±100 the full control effect
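Neuro2A cells (4,500/well, DMEM with 0.5% FBS) were treated with compound at a single 50 µM final concentration, stimulated with 6 nM IGF for 20 min at 37 °C, and lysed. Phospho-Akt Ser473 was read by HTRF as 665/615 ratio ×10^4.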
GLP1R inv ag: inverse agonists of human GLP-1 receptor; P43220; HEK293 GLP-1R CRE-luciferase, luminescence, 24 h; GLP-1R form is constitutively active; Potency, µM (top dose mostly 38.3 µM), without a hit: at the top dose activity change, negative = inhibition, usual class: inhibitors; hit rate 1.6% among 410,000; AID 624417; further: potency means the concentration at half of the fitted maximal effect; on the % scale 0 is the no-effect control and ±100 the full control effect; nearly all actives have a fitted effect of over 55% in size
Target sequence (P43220 whole entry, looked up): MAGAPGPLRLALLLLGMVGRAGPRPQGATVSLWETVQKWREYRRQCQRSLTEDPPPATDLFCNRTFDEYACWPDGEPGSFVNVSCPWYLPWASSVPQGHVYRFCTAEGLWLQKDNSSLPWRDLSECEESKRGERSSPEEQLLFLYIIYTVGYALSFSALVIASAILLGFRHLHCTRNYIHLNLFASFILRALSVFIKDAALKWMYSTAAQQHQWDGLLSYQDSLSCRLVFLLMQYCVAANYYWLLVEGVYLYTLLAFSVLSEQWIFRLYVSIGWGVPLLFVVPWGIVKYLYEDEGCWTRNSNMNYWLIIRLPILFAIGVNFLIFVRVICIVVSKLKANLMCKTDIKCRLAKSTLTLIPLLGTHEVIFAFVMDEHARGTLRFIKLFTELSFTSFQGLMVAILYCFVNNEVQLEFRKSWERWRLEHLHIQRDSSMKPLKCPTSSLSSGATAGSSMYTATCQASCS
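Readout was luciferase luminescence, measured 12 min after detection reagent at room temperature. Beforehand, GLP-1R reporter HEK293 cells had sat 12 h, then received compounds for 24 hr at 37 deg C.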
HEK293 tox: cytotoxic in the GLP-1 receptor inverse agonist counter-screen; HEK293 cAMP-luciferase reporter cells, luminescence, 24 h; Potency, µM (titrated, usually from 38.3 µM), without a hit: at the top dose activity change, negative = inhibition, actives largely listed as inhibitors; hit rate 0.13% among 410,000; AID 624418;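 further: loss of luciferase light is scored as toxicity; potency means the concentration at half of the fitted maximal effect; on the % scale 0 is the no-effect control and ±100 the full control effect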
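A 23 nL compound transfer followed 12 hours of cell culture at 37 deg C; exposure then lasted 24 hr. Luciferase assay detection reagent was dispensed and plates read for luminescence after a 12 min room-temperature wait.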
aSyn rescue: alpha-synuclein toxicity inhibition in yeast; Yeast expressing alpha-synuclein, growth rescue, BacTiter-Glo, 24 h; hit rate 0.14% among 370,000; Potency, µM (doses to about 46.1 µM), inactives show at the highest dose growth rescue (activation), hits mostly activators; further: potency means the concentration at half of the fitted maximal effect; % of control where 0% means no effect; nearly all actives have a fitted effect of over 65% in size
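Galactose-induced alpha-syn yeast (OD600=0.02, raffinose-pregrown) + pinned cpd, 24 hr, 30 deg C; growth by BacTiter-Glo luminescence. Growth restoration scores as activation.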
* = called active by the depositor; i = inactive; ? = inconclusive; · = not tested or not shown; & = joins results of further samples; [ ] = another dose, or the depositor's remark. Unless noted, the call rests on the fitted dose curve; in most records, active means well fitted curve in the direction sought with a large enough effect; inconclusive means small, poorly fitted or top-dose-only effect, or another doubt; inactive means no such curve, though single readings can be large; an effect the other way counts as inactive or inconclusive.

SMILES	PTHR1 agonist	FUS suppressor	TDP-43 yeast inh	Mm-Cpn inhibitor	Abeta yeast res	Akt phos inh	GLP1R inv ag	HEK293 tox	aSyn rescue
O=C(c1cc(-c2ccc(F)cc2)on1)N1CCN(c2ccc(F)cc2)CC1	-10%	-17%&-2%	11%&20%	-1%	-13%&-4%	i	-4%&-13%	-1%&0%	5%
Cc1cnc(NC(=O)c2cc(S(=O)(=O)N(C)C)ccc2N2CCCC2)s1	-7%	29%	-25%	1%	-5%	i	?	-21%	-5%
COc1ccc(N2CCN(C(=O)COC(=O)c3ccc(OC(F)F)cc3)CC2)cc1	i	-3%	24%	-2%	-4%	i	19%	10%	-4%
CC1(C)Cc2ccccc2/C(=C/C(=O)c2ccccc2)N1	i	10%	13µM*	4%	-19%	i	?	-19%	0%
COc1ccc(C[C@@H]2CN3C(=NC[C@@H]3C)N2C[C@H](C)NC(=O)c2ccc(C)c(Br)c2)cc1	i	7%	25%	·	5%	i	?	-47%	-3%
Cn1c2c(c3ccccc31)CC/C2=N\O	-19%[57.5 µM]	-4%	?	-1%	-27%	i	33%[activator]	0%	12%
O=S1(=O)CCOC[C@H](CC2CCCCC2)N1Cc1cccc(F)c1	-19%	21%	6%	0%	0%	i	?	-28%	3%
COc1ccc(CN2CCN(C3CCC3)CC2CCO)cc1C (stereo not given)	i	-14%	-2%	1%	-9%	i	2%	5%	-3%
C#CCOCCOCCOCCNc1nc(N2CCN(C(=O)[C@H](CCCCN)n3cc(CN)nn3)CC2)nc(N2CCN(C(=O)[C@H](CCCN=C(N)N)n3cc(C(N)[C@H](C)CC)nn3)CC2)n1 (stereo not given in full)	i	-23%	20%	-2%	-14%	i	6%	3%	-3%
COc1ccccc1-c1cccc([C@@H]2C[C@H]3[C@H](CON3C)CN2C(C)=O)c1	-4%	-17%	-2%	·	-10%	i	15%	-7%	-1%
CCCCn1nnnc1C1(C)CCC(=O)N1Cc1ccco1 (stereo not given)	-3%	-10%	8%	·	-8%	i	16%	0%	-5%
CSCCC(NC(=O)COc1ccccc1)C(=O)NCC1COc2ccccc2O1 (stereo not given)	-4%	11%	10%	1%	0%	i	-15%	-4%	-1%
CCOc1ccccc1C(=O)NCC(=O)N(C)Cc1ccccc1C	-7%	11%	?	1%	-26%	i	-9%	-1%	-10%
CC(=O)Nc1nnc(S(=O)(=O)N2CCN(c3ccc(Cl)cc3[N+](=O)[O-])CC2)s1	5%	26%	-19%	-3%	3%	i	3%	4%	9%
O=C(NCC1CCCO1)c1cc2ccccc2o1 (stereo not given)	-19%	13%	-10%	3%	0%	i	1%	0%	-5%
COc1ccc(C(C)=O)cc1CSc1nnc(Nc2c(C)cccc2C)s1	-11%	·	?	-4%	2%	i	?	?	3%
COc1cc(COC(=O)Oc2ccc(CNC(C)=O)cc2OC)c([N+](=O)[O-])cc1OC	i	15%	4%	-26%	5%	i	48%[activator]	-29%	-8%
CCn1nc(C)cc1-c1nnc(Sc2ncc([N+](=O)[O-])s2)n1C	-34%[inhibitor]	-19%	?	-7%	-89%[inhibitor]	i	?	-21%	-79%[inhibitor]
CC1(C)CC(=O)C(CC(=O)c2ccccc2)=C(NN=C(N)N)C1	i	1%	?	·	11%	i	5%	-2%	-3%
Cc1ccc(/C=C/C(=O)Nc2ccc(S(=O)(=O)Nc3ncccn3)cc2)cc1	-30%	-19%	-7%	3%	-6%	i	23%	11%	-7%
O=C(COC(=O)CCC(=O)c1ccc(F)cc1)Nc1ccc(Cl)cn1	-3%	·	-1%	-3%	-17%	i	20%	15%	-15%
CSc1ccc(CN(C)Cc2cc(=O)oc3c(C)c(C)ccc23)cc1	-3%	4%	10%	0%	22%	i	?	30%	-10%
O=C(NCCCn1ccnc1)c1ccc(Br)o1	-2%[57.5 µM]	32%	-14%	1%	-4%	·	0%	3%	-4%
CC(C)c1ccc(NC(=O)C2=NNC(=O)CC2)cc1	i	5%	-2%	3%	-8%	i	30%[activator]	-2%	5%
CCc1ccc(NC(=O)CN(Cc2ccccc2)S(=O)(=O)c2ccc3nc(C)sc3c2)cc1	-62%[inhibitor]	-3%	-10%	·	-2%	·	-7%	-1%	·
CCc1ccc2nc3sc(C(=O)Nc4nnc(CC)s4)c(N)c3cc2c1	-11%	24%	-13%	-13%	7%	i	45%[activator]	10%	4%
Cn1c2c(c(=O)n(C)c1=O)CN(CC1CCCO1)CN2 (stereo not given)	i	-27%	1%	3%	9%	i	3%	-8%	-2%
COc1ccc(-c2nn(-c3ccccc3)cc2/C=N/N=C(N)N)cc1OC	-17%	·	12%	0%	-19%	i	?	?	-1%
Nc1nnc(-c2ccc(Cl)cc2Cl)s1	-40%[inhibitor]	0%	11µM*	-5%	-4%	i	52%[activator]	-8%	15%
Cc1ccc(C2=CC(c3cccs3)n3nnnc3N2)cc1 (stereo not given)	i	1%	13%	1%	15%	i	12%	55%[activator]	-6%
COc1ccc(NS(=O)(=O)c2cccc(NC(=O)c3ccc(Cl)nc3)c2)cc1	-36%[inhibitor]	-4%	?	-1%	-2%	i	?	-28%	5%
CC(C(=O)Nc1ccc(O)c(C(=O)O)c1)N1C(=O)/C(=C/c2cccs2)SC1=S (stereo not given)	i	21%	15%	-1%	·	i	3%	-6%	9%
O=C(Nc1ccc(F)c(Cl)c1)c1ccc2c(Cl)c3c(nc2c1)CCCC3	i	35%	-7%	·	-9%	·	12%	-5%	·
CN1CCCN(C(=O)c2ccc(Br)s2)CC1	i	3%	10%	-4%	-6%	i	-5%	0%	-4%
NC(=O)N/C=C1\CCCOC1=O	i	-12%	21%	·	9%	i	1%	-24%	-9%
COCC1CCN(C(=O)C2CCC(=O)N(CCc3cccc(F)c3)C2)CC1 (stereo not given)	i	2%	11%	2%	9%	i	-2%	-17%	4%
Nc1nc2ccc(C(=O)Nc3ccccc3)cc2s1	4µM*	15%	-6%	-1%	5%	·	2%	-1%	5%
O=C(NCc1csc2ccccc12)Nc1cc(Cl)cc(Cl)c1	-84%[inhibitor]	-12%	3%	-1%	-3%	i	?	-5%	0%
COc1ccc(-n2nnc3c(SCC(=O)OCc4ccccc4)ncnc32)cc1	i	-11%	3%	0%	10%	·	4%	-3%	9%
COc1ccc(NC(=O)CSc2nnnn2Cc2ccccc2)cc1	-16%	-16%	5%	3%	-4%	i	-10%	1%	-3%
C=CCn1c(=O)c2c(nc3n2CCCN3CCc2ccc(OC)c(OC)c2)n(C)c1=O	i	-2%	-16%	-4%	1%	i	40%[activator]	-9%	2%
CC1=C(C#N)C(NC(=O)c2cccc(Cl)c2)(C(F)(F)F)C(=O)N1 (stereo not given)	i	-26%	19%&3%	0%	-6%&7%	i	2%&17%	0%&3%	1%&12%
O=C(CN1CCSC1=NCc1ccccc1)c1ccc(Cl)cc1	-51%	·	9%	-4%	10%	i	?	-5%	-2%
O=C(C[n+]1cccc(CNC(=O)c2ccc(OC(F)F)cc2)c1)Nc1ccc(F)cc1	i	·	-6%	0%	15%	i	-2%	4%	-1%
Cc1oc2nc(SCC(=O)NC3CCCCC3)nc(N)c2c1C	i	?	-2%	·	?	i	56%[activator]	40%[activator]	-2%
CCC1Oc2ccccc2N(CC(=O)NCCN2CCc3ccccc3C2)C1=O (stereo not given)	-6%[57.5 µM]	-6%	-7%	0%	6%	i	-27%	-2%	1%
COc1ccc(Cc2noc(CN(C)CCc3ccccc3)n2)cc1OC	-42%[inhibitor]	7%	7%	1%	-3%	i	-27%	1%	1%
CCCOc1ccc(N2C(=O)CC(N3CCN(c4ccccc4OC)CC3)C2=O)cc1 (stereo not given)	i	26%	25µM*	0%	-42%[inhibitor]	i	12%	-15%	?
COc1ccc(-n2c(=O)c3c4c(sc3n(Cc3ccc(F)cc3)c2=O)CCCC4)c(OC)c1	-17%	-16%	17%	·	4%	·	12%	6%	·
COc1ccccc1NS(=O)(=O)c1cc([N+](=O)[O-])ccc1N/N=C/c1c[nH]c2ccccc12	i	28%	-13%	-3%	-6%	i	5µM*	-23%	-13%
O=C(NCCCN1CCOCC1)c1ccc2c(c1)N(Cc1c(F)cccc1Cl)C(=O)CS2	-5%	4%	-18%	0%	0%	i	-17%	3%	1%
C/C(=N\NC(=O)CNc1cccc(C(F)(F)F)c1)c1cccs1	-3%	-10%	-4%	-1%	8%	i	-13%	-8%	2%
O=C(O)c1ccc(OS(=O)(=O)c2ccc(Cl)s2)c(Cl)c1	-21%	3%	?	-1%	-18%	i	-11%	-38%	11%
CCc1ccc(CNC(=O)C2CCN(C(=O)N3CC(CC)Oc4ccc(C)cc43)CC2)cc1 (stereo not given)	-89%[inhibitor]	?	?	·	14%	·	?	-17%	·
CCCCNC(=O)C[C@@H]1C[C@@]2(C(=O)OCC)CCCC=C2N(Cc2ccc(Cl)cc2Cl)C1=O	i	?	-4%	·	3%	i	?	7%	6%
CCNc1nc(SC)nc(N(C#N)CC(=O)OC)n1	i	-20%	-6%	-1%	4%	i	0%	-3%	0%

From PubChem BioAssay

Some of the compounds tested (hit frequency here may not be typical).
